Compound activity: PubChem BioAssay, National Center for Advancing Translational Sciences (NCATS)
Pf growth 48h: inhibits P. falciparum growth in the first generation, 48 h | P. falciparum luciferase growth in erythrocytes, 48 h | Potency, µM (doses to about 28.7 µM), for inactives: at the top dose activity change, negative = inhibition, actives largely listed as inhibitors | hit rate 5.9% among 310,000
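Read-out is firefly luciferase luminescence from an integrated reporter in P. falciparum, so falling signal marks reduced parasite growth. Infected erythrocytes were at 2% hematocrit and 0.1% parasitemia (final) in Albumax-supplemented RPMI 1640.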
Sm TGR block: S. mansoni TGR enzyme inhibition | Potency, µM (highest dose often 114 µM), inactives show at the highest dose activity change, negative = inhibition, most hits filed as inhibitors | hit rate 3% among 360,000 | purified TGR, DTNB reduction, TNB absorbance 405 nm; also: nearly all actives have a fitted effect of over 60% in size
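First, TGR (20 nM dispensed) and NADPH were mixed with compound. Second, a 15 min room-temperature incubation followed. Third, further NADPH and then DTNB were added to start the reaction. Finally, TNB absorbance was monitored kinetically.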
Pf growth 96h: inhibits malaria parasite growth, 96 h. P. falciparum luciferase reporter growth, 96 h. Potency, µM (highest dose often 28.7 µM), inactives show at the top dose activity change, negative = inhibition, actives largely listed as inhibitors. hit rate 6.9% among 320,000. AID 504834
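Plates of compound plus infected erythrocytes (2% hematocrit, 0.05% parasitemia final) incubate 96 hours, 37 C, 5% CO2. Detection reagent added; reduced luminescence from the parasites' luciferase reporter flags inhibition.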
Tb PYK inh: T. brucei pyruvate kinase inhibition; Q57TT1; TbPYK enzyme, Kinase-Glo Plus ATP luminescence, 45 min; Potency, µM (highest dose often 76.8 µM), inactives show at the highest dose activity, negative = inhibition, actives largely listed as inhibitors; hit rate 0.12% among 410,000; also: nearly all actives have a fitted effect of over 50% in size
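Quantitative HTS: titrated library compounds versus trypanosomal pyruvate kinase in TEA buffer (pH 7.2) containing KCl, MgCl2, BSA and Tween-20. Reactions were initiated with ADP, 130 uM final. Kinase-Glo Plus luminescence was read after 45 min at RT.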
HCV inh: HCV inhibition; Potency, µM (doses to about 41.8 µM), for the others: at the highest dose activity change, negative = inhibition, usual class: inhibitors; AID 651820; Huh7.5.1 HCVcc-Cre infection, luciferase reporter, 44 h; hit rate 3.4% among 340,000
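Infectious HCV cell culture screen: compound-treated cells (1,000/well, pre-plated 4 h) are infected with HCVcc-Cre at roughly 0.5 moi and grown 44 h. Infection is quantified by luciferase signal after 15 min substrate incubation at room temperature.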
LmPK inh: inhibitors of Leishmania mexicana pyruvate kinase. hit rate 0.37% among 290,000. AID 1721. purified LmPK, Kinase-Glo ATP luminescence, 1 h. Potency, µM (top dose mostly 57.5 µM), for inactives: top-dose activity change, negative = inhibition, hits mostly inhibitors. Q27686
Target sequence (Q27686 whole entry, looked up): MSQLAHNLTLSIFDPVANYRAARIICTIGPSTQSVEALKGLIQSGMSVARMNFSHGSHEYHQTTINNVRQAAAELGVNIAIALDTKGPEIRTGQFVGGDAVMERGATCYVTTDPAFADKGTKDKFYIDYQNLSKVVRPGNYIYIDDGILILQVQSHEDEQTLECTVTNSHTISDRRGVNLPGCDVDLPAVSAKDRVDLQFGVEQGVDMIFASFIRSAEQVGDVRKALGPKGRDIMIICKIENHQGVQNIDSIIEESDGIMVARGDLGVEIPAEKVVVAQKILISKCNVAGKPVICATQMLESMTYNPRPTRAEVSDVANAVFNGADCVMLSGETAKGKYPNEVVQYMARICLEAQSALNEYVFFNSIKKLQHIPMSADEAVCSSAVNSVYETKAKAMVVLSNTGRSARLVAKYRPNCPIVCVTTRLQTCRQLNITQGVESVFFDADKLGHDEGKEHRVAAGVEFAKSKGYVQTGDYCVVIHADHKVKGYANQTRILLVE
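Purified LmPK (0.1 nM) with 0.5 mM PEP and 0.1 mM ADP in imidazole buffer pH 7.2 with MgCl2/KCl, 1 h at room temperature. ATP formed was read by luciferase luminescence and normalized to no-enzyme and uninhibited controls.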
An asterisk follows results filed as active; ? = inconclusive; · = no result given; & = joins results of further samples; [ ] = dose if it differs, or a comment. Calls follow the shape of the dose curve; as a rule, active = well fitted curve in the direction sought with a large enough effect; inconclusive = small, poorly fitted or top-dose-only effect, or another doubt; inactive = no such curve, though single readings can be large; an effect the other way counts as inactive or inconclusive. % is scaled to controls: 0 for no effect and ±100 for the full control effect; potency is read from the fitted curve at half-maximal effect.

Results follow in this order: Pf growth 48h, Sm TGR block, Pf growth 96h, Tb PYK inh, HCV inh, LmPK inh
> Cc1c(N2CCCC2)cc2c(c1NC(=O)c1ccccc1Cl)C(C)(C)CC2(C)C
→ ?, -21%, ?, 4%, 25µM*, 5%
> COc1cccc(CN=c2c([N+](=O)[O-])nn(-c3ccccc3C)n2O)c1
→ -28%, -6%, ?, 1%, 17%, 0%
> CCCCCOC(=O)c1ccc(NC(=O)c2cccc(NC(=O)c3ccccc3C(=O)O)c2)cc1
→ 21%, -24%, ?, 4%, -2%, 7%
> CC(=O)Nc1ccc(S(=O)(=O)Nc2cccc(S(=O)(=O)N(C)c3ccccc3)c2)cc1
→ 2%, -1%, -18%, -4%, ?, ·
> Cc1cccc(-n2nnc(C(=O)NCc3ccccn3)c2N)c1
→ 25%, -1%, 22%, 8%, 9%, 0%
> CN1CCN(C2=Cc3cc(Cl)ccc3Sc3cc(F)ccc32)CC1
→ 4.7µM*, -4%, ?, -3%, 7.1µM*, -1%
> Oc1c(Br)cc(/C=N/Nc2ccc(Cl)nn2)cc1Br
→ 0.52µM*, -36%, 1µM*, 2%, 37%[activator], -3%
> O=C(O)c1cccn2c(=O)c3ccccc3nc12
→ 2%, 2%, ·, -1%, 2%, 1%
> O=S(=O)(NCCc1csc(-c2ccccc2)n1)c1ccc2c(c1)OCCO2
→ -2%, 13%, 40%[activator], -1%, ?, -1%
> COC(=O)c1cc(C#N)c(NCc2ccc(Cl)cc2Cl)nc1C
→ 6%, -29%, 38%[activator], 4%, 8%, 1%
> Cc1ccc(C(=O)Nc2ccccc2[N+](=O)[O-])cc1S(=O)(=O)N1CCOCC1
→ -29%, 9%, -7%, -8%, -24%, 1%
> Cc1ccc(-n2ncc(C(=O)NCC3CCN(C4CCCC4)C3)c2C2CCN(C(=O)OC(C)(C)C)CC2)cc1 (stereo not given)
→ ?, ?, ?, 5%, -24%, 2%
> CCOC(=O)c1c(NC(=O)C[n+]2ccccc2)sc2c1CCCC2
→ ?, ·, 14%, 0%, ?, 1%
> CC1(C(=O)CSc2ncn[nH]2)CCC(=O)O1 (stereo not given)
→ ·, -7%, ?, ·, ·, 31%
> CCN(CC)S(=O)(=O)c1cc(OCC(N)=O)c(C)cc1Cl
→ 3%, 22%, -8%, 34%[activator], 14%, 2%
> CC(C)OC(=O)c1c(NC(=O)c2cnn3c2NC(c2ccccc2)CC3C(F)F)sc2c1CCCC2 (stereo not given)
→ 8%, 0%, 23%, ·, -19%, 0%
> COc1ccc(CCC(=O)Nc2ccc(S(=O)(=O)Nc3ncccn3)cc2)cc1
→ -8%, -12%, -27%, -2%, 7%, ·
> c1csc(-c2ncc3ccccn23)c1
→ 32%[activator], -20%, ?, -8%, ?, 0%
> CCCNC(=O)CN(c1cccc(F)c1)S(C)(=O)=O
→ -5%, -6%, -18%, -18%, 10%, -1%
> Cc1c(C(=O)NC2CC2)oc2ccc(S(=O)(=O)N3CCCCCC3)cc12
→ ·, 9%[11.4 µM], ?, 4%, -22%, 14%

Some entries already given, reduced to HCV inh and Pf growth 96h.
| SMILES | HCV inh | Pf growth 96h |
| --- | --- | --- |
| COc1ccc(CCC(=O)Nc2ccc(S(=O)(=O)Nc3ncccn3)cc2)cc1 | 7% | -27% |
| c1csc(-c2ncc3ccccn23)c1 | ? | ? |
| CCCNC(=O)CN(c1cccc(F)c1)S(C)(=O)=O | 10% | -18% |

Later entries.
Results follow in this order: Pf growth 48h, Sm TGR block, Pf growth 96h, Tb PYK inh, HCV inh, LmPK inh
> CCC(C(=O)N1CCOCC1)n1nc(C)n2c(cc3cc(C)ccc32)c1=O (stereo not given)
→ 9%, -12%, 60%[activator], -4%, 4%, -1%
> O=C1c2ccccc2C(=O)N1CCc1csc(-c2cccc(F)c2)n1
→ 19%, -1%, 40%[activator], -1%, ?, 3%
> CCOC(=O)c1c(C=O)c2ccccc2n1Cc1ccccc1
→ 0%, -2%, 1%, -2%, ?, -6%
> CCN(CC(=O)NCc1cccs1)S(=O)(=O)c1cc(NC(C)=O)ccc1OC
→ -14%, -26%, -10%, -3%, 1%, ·
> COCc1ccccc1Cn1cnc2c1c(=O)n(C)c(=O)n2C
→ 10%, 5%, 14%, 2%, 0%, -4%
> CCCNc1nc(C)cc(-c2cc(-c3ccccc3)on2)n1
→ -1%, -2%, 41%[activator], 7%, ?, 3%
> Cc1cccc(C)c1NC(=O)CN(C)C(=O)COc1cccc2c1OC(C)(C)C2
→ ?, -4%, 8%, 1%, -15%, ·
> CCSc1nnc(C)n1-c1ccc(C(=O)O)cc1
→ 11%, -17%, ·, -20%, 2%, 1%
> O=C(O)c1cccc(-n2cnnn2)c1
→ 10%, 5%, ·, -6%, 9%, 0%
> O=C1C(Cl)=C(N2CCN(c3ccccc3[N+](=O)[O-])CC2)C(=O)c2ccccc21
→ ?, 1.6µM*, 8.3µM*, -6%, ?, -18%
> COc1ccc(-c2csc(NC(=O)COC(=O)C3=COCCO3)n2)cc1
→ 89%[activator], -15%, 183%[activator], 2%, 8%, 0%
> O=C(COc1ccc(Cl)cc1)N1CCN(c2ccc([N+](=O)[O-])c(N3CCOCC3)c2)CC1
→ ?, 2%, 15%, -6%, ?, -1%
> COCCCn1c(SCC(=O)Nc2ccc3c(c2)OCCO3)nnc1-c1ccoc1C
→ 17%, 0%, 23%, -2%, 15%, 3%
> Cc1cc(C)n(C(=O)Cn2nc(C(F)F)cc2C)n1
→ 5%, 7%, 1%, -6%, 16%, 6%
> Cn1c(=O)oc2cc(S(=O)(=O)CCC(=O)Nc3ccccc3)ccc21
→ 11%, -10%, ?, -10%, -7%, -16%
> CCN(CC(=O)NCc1ccc(Cl)cc1)C(=O)/C=C/c1cc(OC)c(OC)c(OC)c1
→ ?, -16%, -23%, -5%, -26%, 6%
> OC1CCCN(C(=S)NCc2ccccc2)C1 (stereo not given)
→ 42%, -5%, 3.3µM*, -2%, 15%, -2%
> CCCOc1cccc(C(=O)NCCNC(=O)c2ccc(C)nc2)c1
→ -11%, 8%, -4%, -2%, -2%, -5%
> COCCCNc1nc2nonc2nc1N1CCN(C2CCCC2)CC1
→ 18%, -27%, ?, 6%, 11%, 0%
> CCCCOC(=O)C1CCC[C@@H](C)N1 (stereo not given in full)
→ 49%[activator], 16%, 0%, -5%, 2%, -1%
> CCC1(CC)NC(=O)N(CC(=O)NC(=O)NCc2ccccc2)C1=O
→ 11%, 22µM*, 23%, -9%, 5%, 0%
> Nc1nnc(SCc2nnc(-c3ccccc3)o2)s1
→ 24%, ·, ?, -1%, 16%, -5%
> O=C(CN1CCN(S(=O)(=O)c2ccc(Br)s2)CC1)N1CCCCC1
→ -12%, ?, ?, -4%, -14%, ·
> CCc1cc(=O)[nH]c(SCc2cccnc2)n1
→ 23%, 3%, 5%, -3%, 13%, -3%
> O=C(Nc1ccn(Cc2cccc3ccccc23)n1)c1cccnc1
→ ?, 2%, 31%[activator], 0%, ?, 0%
> O=C(OCC(=O)c1ccc[nH]1)C1=COCCO1
→ 7%, -11%, -23%, -3%, ?, ·
> COc1cc2[nH]c(=O)n3nc(-c4ccccc4)nc3c2cc1OC
→ ?, -1%, -4%, 5%, 2%, 0%
> O=C(c1cc(-c2ccccc2O)on1)N1CCCCCC1
→ 29%, -5%, 44%[activator], 0%, -9%, -2%
> COc1ccc(-c2cccc(NS(=O)(=O)c3ccc([N+](=O)[O-])cc3)c2)nn1
→ 8%, -8%, ?, 7%, ?, ·
> Cc1ccc(CNS(=O)(=O)c2ccc3c(c2)n(C)c(=O)n3C)cc1
→ 30%, -17%, 20%, -3%, ?, -6%
> Cc1cccc(NC(=S)NCc2cccs2)c1C
→ 1%, -15%, -22%, 4%, -25%, 1%
> O=C1CSC(c2ccc([N+](=O)[O-])cc2)N1c1ccccc1F (stereo not given)
→ 17%, -2%, 56%[activator], 0%, 9%, 3%
> O=C1CC(NCc2ccncc2)C(=O)N1c1ccc(Cl)cc1 (stereo not given)
→ 50%[activator], ?, 23%, 1%, 18%, -1%
> CSc1ccccc1C(=O)NCCCOC(C)C
→ ·, 6%, -18%, -4%, 1%, 1%
> CCn1c(SCC(=O)Nc2cc(C)c(Cl)cc2OC)nnc1-c1ccco1
→ -9%, -27%, 29%, 3%, ?, 8%
> O=C(NC1CCCCCC1)C1c2ccccc2C(=O)N1C1CC1 (stereo not given)
→ -4%, -12%, 71%[activator], 0%, -5%, -3%
> O=c1[nH]c(=O)n(Cc2ccc(F)cc2)c(O)c1C=NCC1CCCO1 (stereo not given)
→ 3%, 7%, 119%[activator], -3%, 19%, 2%
> Fc1cccc(Cl)c1Cn1nnc(-c2ccc(N3CCOCC3)cc2)n1
→ -10%, -7%, 23%, 4%, 7%, 4%
> Cc1c(NC(=O)c2n[nH]c(=O)c3ccccc23)c(=O)n(-c2ccccc2)n1C
→ 3%, 9%, 2%[5.75 µM], 5%, 13%, 0%
> O=C(CC12CC3CC(CC(C3)C1)C2)NC(Cc1ccccc1)C(=O)O (stereo not given)
→ -10%[5.75 µM], 0%, ?, -6%, 13%, -7%

Single entries from the entries so far:
HCV inh, `CCC(C(=O)N1CCOCC1)n1nc(C)n2c(cc3cc(C)ccc32)c1=O` (stereo not given) stands at 4%
HCV inh, `Cc1c(C(=O)NC2CC2)oc2ccc(S(=O)(=O)N3CCCCCC3)cc12` stands at -22%
Tb PYK inh, `CCCOc1cccc(C(=O)NCCNC(=O)c2ccc(C)nc2)c1` stands at -2%

Remaining list, next part.
Results follow in this order: Pf growth 48h, Sm TGR block, Pf growth 96h, Tb PYK inh, HCV inh, LmPK inh
> O=C(Cc1ccc(Br)cc1)NC1CCSC1=O (stereo not given)
→ 13%, -7%, 0%, 2%, 9%, -1%
> Cc1noc(C)c1C(=O)N1CCC(CO)(Cc2ccccc2)CC1
→ 8%, 9%, -26%, -5%, 24%, -3%
> CCN1C(=O)[C@H]2[C@@H](c3ccc(-c4ccc(F)cc4)cc3)N[C@@](Cc3ccccc3)(C(=O)OC)[C@H]2C1=O
→ 4.7µM*, -34%, 5.9µM*, -5%, ?, ·
> CC(=O)N/C(=C/c1ccc2c(c1)OCO2)C(=O)Nc1ccccc1
→ 29%, -3%, ?, -11%, 6%, -3%
> COc1ccc(NS(=O)(=O)c2ccc(Cl)c(C(=O)O)c2)cc1S(=O)(=O)N1CCCCC1
→ 22%, 0%, -7%, 4%, 7%, 5%
> Cc1ccc2c(c1)N(C(C)C(=O)NCCc1ccccc1)C(=O)CO2 (stereo not given)
→ -2%, 2%, 3%, -8%, -17%, -5%
> O=C(NC1CCSC1=O)c1cccc(C(=O)NC2CCSC2=O)c1 (stereo not given)
→ -6%, -21%, 40%[activator], 8%, -8%, -4%
> CC(=O)N1CCCc2ccc(NS(=O)(=O)c3ccc(C)c(C)c3)cc21
→ 11%, 0%&-4%, 4%, 0%&-7%, ?, 6%
> CC(=O)Nc1ccc(NC(=O)C(C)Sc2nnc(-c3cccs3)o2)cc1 (stereo not given)
→ 0%, -1%, 35%[activator], -1%, 3%, -1%
> Cc1ccc2c(c1)[nH]c1c(=O)n(CCN3CCCCC3)cnc12
→ 20%, -8%, 18%, -13%, 2%, 0%
> O=C(N/N=C/c1ccncc1)c1cc2ccccc2cc1O
→ 15%, 8%, ?, -13%, 3%, 0%
> O=C(COC(=O)c1ccc(F)c(S(=O)(=O)N2CCOCC2)c1)Nc1ccc2c(c1)OCO2
→ -12%, 2%, -3%, 3%, 13%, ·
> C1CCN(C2CCN(c3nc4nonc4nc3N3CCSCC3)CC2)C1
→ -4%, ?, 12%, 0%, -4%, 9%
> COC(=O)c1ccc(NC(=O)CN(c2ccc(C)cc2)S(=O)(=O)c2c(C)nn(C)c2C)cc1
→ ·, 0%, ?, 3%, -16%, 9%
